# HER2 expr 66K – inhibitors of human Her2 kinase expression | P04626 | SKBR-3 HER2 protein level, AlphaScreen, 18-24 h; active compounds read low | HER2 level % of control, % at 10 µM | actives 0.69% (n = 65,000) | AID 645;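 active = HER2 level under 5% of the carrier-only control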;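 also: 100% = DMSO carrier and 0% = 500 nM PU-H71 HSP90 inhibitor; lower value means stronger loss of Her2 protein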
# S1P3 agonist – activates the human S1P3 receptor | S1P3 NFAT-BLA reporter cells, agonism, FRET ratio; relative to 1 µM S1P, basal subtracted | activation, % at 4.5 µM | actives 0.1% (n = 60,000) | AID 373;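 active = activation above the screen-wide mean plus 3 SD, cut at about 4.5% in these data, passing the limit was not always enough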; also: some compounds called inactive have numbers as strong as hits
#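 Assay system: stable CHO line with human S1P3, Gα16, NFAT-BLA reporter; Detection: FRET β-lactamase substrate fluorescence, excitation 405 nm, 460/535 nm emission ratio, background-subtracted; Read-out: percent activation versus median 1 µM S1P response, basal-subtracted, per plate; Incubation: cells plated overnight, compound 4 h 37 °C, substrate 2 h RT.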
# M1 agonist – activates the M1 muscarinic receptor; B-score at 10 µM; actives 3% (n = 64,000); CHO-M1 cells, Fluo-4 calcium fluorescence, agonist mode; active compounds read high;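 active = fluorescence rise, raw or as B-score row- and column-corrected plate score, outside the 99.7% band of its plate's samples, either direction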
# S1P1 ag-PAM – agonists and agonism potentiators of human S1P1 receptor | actives 0.57% (n = 56,000) | P21453 | S1P1 CRE-bla cells, forskolin, beta-lactamase FRET, potentiator mode; S1P1 agonist co-added at EC20, 2 nM; 100% = saturating reference agonist, 0% = basal | activation, % at 9.5 µM;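 active = activation above a cutoff set at the mean activation of all tested compounds plus 3 SD, cut at about 54% in these data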;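 also: forskolin at 4 µM as EC80 and the EC20 agonist is SEW2871; 100% = SEW2871 at its EC100 plus forskolin at EC80; some compounds past the cut are filed as inactive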
# Target sequence (P21453 whole entry, looked up): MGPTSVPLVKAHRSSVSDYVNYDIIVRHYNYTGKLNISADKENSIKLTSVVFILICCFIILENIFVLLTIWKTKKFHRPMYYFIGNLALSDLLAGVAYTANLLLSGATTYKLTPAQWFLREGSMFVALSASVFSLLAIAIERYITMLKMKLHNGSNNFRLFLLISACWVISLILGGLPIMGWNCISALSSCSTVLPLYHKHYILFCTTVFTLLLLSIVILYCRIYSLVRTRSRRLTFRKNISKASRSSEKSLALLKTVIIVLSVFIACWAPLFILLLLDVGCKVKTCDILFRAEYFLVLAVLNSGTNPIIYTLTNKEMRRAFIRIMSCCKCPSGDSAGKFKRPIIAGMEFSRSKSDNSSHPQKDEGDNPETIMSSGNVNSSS
# HTR1E antagonist – antagonists of human 5-HT1E serotonin receptor; CHO 5-HT1E Ga15 NFAT-bla reporter, FRET, antagonist; inhibition, % at 6 µM; P28566; actives 0.99% (n = 65,000);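 active = inhibition above a set limit, the mean inhibition across every tested compound plus 3 SD, cut at about 29% in these data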;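 also: signal is the 460 over 535 nm emission ratio of beta-lactamase substrate; 0% = agonist plus DMSO wells and 100% = wells without agonist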
# Target sequence (P28566 whole entry, looked up): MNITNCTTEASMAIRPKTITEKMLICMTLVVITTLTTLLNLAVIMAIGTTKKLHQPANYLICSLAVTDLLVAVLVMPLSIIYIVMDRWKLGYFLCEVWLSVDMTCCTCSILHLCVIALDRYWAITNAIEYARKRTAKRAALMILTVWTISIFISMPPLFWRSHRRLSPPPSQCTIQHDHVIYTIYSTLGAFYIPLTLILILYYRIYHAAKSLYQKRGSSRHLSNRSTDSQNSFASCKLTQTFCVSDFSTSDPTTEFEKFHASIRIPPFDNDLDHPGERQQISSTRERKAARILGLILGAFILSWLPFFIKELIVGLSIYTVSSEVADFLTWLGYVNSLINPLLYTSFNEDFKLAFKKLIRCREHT
# Jurkat viability – reduces viability or proliferation of Jurkat cells; Jurkat E6.1 viability, ATP luminescence, 48 h; inhibition, % at 4 µM; actives 1.2% (n = 56,000); AID 463;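 active = inhibition above the mean inhibition of all tested compounds plus 3 SD, cut at about 28% in these data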
# HEK293 NFkB inh – inhibitors of the PMA/ionomycin-induced NF-kB reporter in HEK293 cells; HEK-293 NF-kB luciferase reporter, luminescence; inhibition, % at 3 µM; actives 0.21% (n = 62,000); AID 465;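 active = inhibition above the mean of all tested compounds plus 3 SD, cut at about 40% in these data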;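 also: 0% = stimulated DMSO wells and 100% = 10 µM reference inhibitor 5653914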
#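 Signal: luciferase luminescence; Material: HEK-293 cells with stable firefly luciferase reporter driven by four HIV NF-kB elements; Probe or stimulus: PMA with ionomycin; Replication: tested once; Times: 1 h compound pretreatment, then 16 h stimulation at 37 °C, 5% CO2; Benchmarks: DMSO and 10 µM reference inhibitor; Evaluation: per-plate % inhibition versus controls.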
# M1 antagonist – blocks the rat M1 muscarinic receptor response to acetylcholine | CHO-M1 cells, Fluo-4 calcium, ACh EC80 antagonist mode; active compounds read low | AID 628 | actives 3.4% (n = 64,000) | B-score at 10 µM | P08482;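 active = calcium fluorescence response, raw or row-and-column corrected B-score, differing from the plate sample mean either way at a set confidence level, mostly lower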
# 5HT1E ag – activates the human 5-HT1E serotonin receptor; AID 574; P28566; CHO 5-HT1E Ga15 NFAT-bla reporter, FRET; 0% DMSO wells, 100% control agonist wells; actives 0.69% (n = 65,000); activation, % at 6 µM;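 active = activation above a set limit, the screen-wide mean activation plus 3 SD, cut at about 8.5% in these data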;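 also: 100% = positive control agonist at 1 µM giving full maximal response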
# * hit, by the source's call; . = not tested or not shown.
SMILES,HER2 expr 66K,S1P3 agonist,M1 agonist,S1P1 ag-PAM,HTR1E antagonist,Jurkat viability,HEK293 NFkB inh,M1 antagonist,5HT1E ag
O=C(Oc1ccc(-c2ccccc2)cc1)N1CCOCC1,94,-1.1,-0.6,3,7,7,-19,0.27,-0.3
O=C(C1CCN(S(=O)(=O)c2ccc(F)cc2)CC1)N1CC=C(c2ccccc2)CC1,.,.,1.1,.,-8,.,10,0.028,-0.7
CC(=O)Nc1cccc(Oc2ccc(-c3noc(C)n3)cc2)c1,127,.,0.21,.,7,.,-17,-1.4,-0.6
CCCCNc1cc(C)oc(=O)c1C(C)=O,123,-0.5,0.35,.,4,-5,-1,-0.4,-1.1
Cc1cc(N(CN2CCCC2=O)C(=O)c2ccc(F)cc2)no1,82,-1.9,0.042,-6,18,7,13,1.4,-0.2
COCCN(CCOC)S(=O)(=O)c1ccc(OC)cc1,82,0.6,-0.14,-5,2,-5,-5,-0.41,1.3
CCN1CCCC1CNC(=O)Cn1cnc2sc(C)c(S(=O)(=O)N3CCC(C)CC3)c2c1=O (centres undefined),155,.,-1.5,.,-3,.,2,-0.37,1.4
O=C(Nc1ccc(Cl)cn1)C1CCCN1S(=O)(=O)c1ccccc1 (centres undefined),100,-1.7,-0.0025,0,8,.,.,-0.43,-1.0
COc1ccccc1NC(=O)CNC(=O)c1ccccc1,82,-1.4,-0.67,-6,5,4,9,0.38,-1.5
CC1CC(C)CN(c2ncc3c(n2)CC(c2ccccc2)CC3=O)C1 (centres undefined),220,-1.2,1.3,6,-1,0,2,0.3,-0.8
COC(=O)C1=C(C)N(C)C(=O)NC1c1ccc(O)c(OC)c1 (centres undefined),95,-1.8,-0.55,2,-4,-4,9,0.51,0.0
Cc1nc(N2CCN(C)CC2)c2sc(=S)n(-c3ccccc3)c2n1,102,-0.5,0.41,11,-11,-1,-10,-0.25,2.3
CC1=CCC2C(=O)N(c3ccc(C)c(Br)c3)C(=O)C2C1 (centres undefined),97,-1.3,-0.018,-2,-4,1,22,-0.43,13*
COc1ccccc1-n1c(=O)oc2ccc(Cl)cc2c1=O,42,-0.2,-2.4,-7,9,19,-19,-1.5,0.2
COc1cccc(C2C(C(=O)c3cc4cccc(OC)c4o3)=C(O)C(=O)N2c2cc(C)on2)c1OC (centres undefined),86,-0.2,-0.46,22,-6,-1,11,0.21,1.0

# Reformatted tab-delimited: entries from further up
SMILES	HER2 expr 66K	S1P3 agonist	M1 agonist	S1P1 ag-PAM	HTR1E antagonist	Jurkat viability	HEK293 NFkB inh	M1 antagonist	5HT1E ag
COC(=O)C1=C(C)N(C)C(=O)NC1c1ccc(O)c(OC)c1 (centres undefined)	95	-1.8	-0.55	2	-4	-4	9	0.51	0.0
Cc1cc(N(CN2CCCC2=O)C(=O)c2ccc(F)cc2)no1	82	-1.9	0.042	-6	18	7	13	1.4	-0.2

# Given with values under each structure: 2 of the compounds above
# Order of results: HER2 expr 66K, S1P3 agonist, M1 agonist, S1P1 ag-PAM, HTR1E antagonist, Jurkat viability, HEK293 NFkB inh, M1 antagonist, 5HT1E ag
> Cc1nc(N2CCN(C)CC2)c2sc(=S)n(-c3ccccc3)c2n1
    102, -0.5, 0.41, 11, -11, -1, -10, -0.25, 2.3
> CC(=O)Nc1cccc(Oc2ccc(-c3noc(C)n3)cc2)c1
    127, ., 0.21, ., 7, ., -17, -1.4, -0.6

# Continued.
SMILES,HER2 expr 66K,S1P3 agonist,M1 agonist,S1P1 ag-PAM,HTR1E antagonist,Jurkat viability,HEK293 NFkB inh,M1 antagonist,5HT1E ag
CSc1nc(-c2ccco2)nn1C(=O)c1cccs1,102,-1.7,-0.13,23,6,0,9,0.67,-0.3
CC1(C)CC(C)(O)P(=O)(c2ccccc2)O1 (centres undefined),122,-1.5,.,-22,-9,6,6,.,0.6
O=C(OCc1c(Cl)cccc1Cl)c1cnccn1,104,-0.5,-0.22,-11,5,0,12,0.34,-1.0
O=C(O)CC(CNS(=O)(=O)c1ccccc1)c1ccccc1 (centres undefined),80,0.4,-0.91,-21,1,0,-2,-0.037,-0.5
Cc1cc(N2CCN(C)CC2)nc2ccc(NC(=O)CCC(=O)NCc3ccco3)cc12,72,-0.5,-1.1,0,11,5,11,0.075,-0.5
NC(=O)c1nsnc1-c1ccccc1O,113,1.5,-0.04,-7,0,-2,5,0.52,-0.5
Cc1nnc(SCC(=O)Nc2ncc(Cc3ccc(F)cc3)s2)n1N,100,0.8,-0.34,-19,0,-3,17,-0.23,0.6
COC(=O)C1=C(C(=O)c2ccc(C)cc2)C(c2ccc(O)c(OC)c2)n2nnnc2N1 (centres undefined),94,.,0.093,.,-1,.,4,-0.0069,-0.8
CCOC(=O)c1[nH]c2c(c1C)C(=O)CC(c1ccc(F)cc1)C2 (centres undefined),73,-1.8,-1.2,30,58*,95*,40,-0.84,0.4
CCCn1c(SCC(=O)c2ccc3c(c2)OCCO3)nnc1-c1ccco1,141,0.0,-0.2,16,2,-7,16,-0.2,0.2
O=C(c1ccco1)N(Cc1nc2ccccc2c(=O)[nH]1)C1CCCC1,82,-0.8,1.2,-5,1,2,16,0.38,-0.6
Cc1nn(Cc2ccccc2Cl)c(C)c1C(=O)Nc1nnc(C2CC2)s1,80,-0.2,0.028,2,-3,47*,52*,-0.098,-0.1
FC(F)(F)c1cccc(CN2CCCCCC2)c1,87,-1.1,0.41,-6,2,8,18,-0.52,-0.1
CC(C)OC(=O)CSc1ncnc2c1cnn2Cc1ccccc1,91,-0.3,-0.8,-17,5,-4,3,-0.81,-0.5
CCCC(=O)Nc1nn(C)c2nc3c(C)cccc3cc12,103,-0.6,0.48,-1,12,1,2,0.075,-0.4
COC(=O)C(NC(=O)c1ccccc1)(Nc1nccs1)C(F)(F)F (centres undefined),127,-5.1,0.64,9,4,.,.,0.49,0.3
CCCN1Cc2cccc(C(=O)Nc3ccc4c(c3)OCO4)c2C1=O,102,0.1,-0.049,-13,23,-2,2,0.79,-0.2
CCC(C)(C)NC(=O)C(c1ccco1)N(C(=O)c1csnn1)c1cccc(F)c1 (centres undefined),76,-0.1,-0.022,0,-1,4,6,0.15,-0.9
O=C(NCc1cccnc1)NC1(c2ccccc2)CC1,99,0.1,-0.19,-23,0,-10,4,-0.022,0.9
Cc1cc(C)cc(NC(=O)N2CCC(c3nc4ccccc4o3)CC2)c1,46,-0.1,0.062,7,-5,1,-1,-0.95,1.6
COc1ccccc1CN(Cc1nc2ccccc2c(=O)[nH]1)C(=O)Nc1ccccc1,66,-0.9,1.4,6,-2,-4,18,1.6,-0.4
CC(NC(=O)CSc1nc2c(cc1C#N)CN(C)CC2)c1ccccc1 (centres undefined),110,-1.3,6.8*,4,-11,.,.,0.32,-0.1
CCOC(=O)c1c(NC(=O)CSc2nnnn2CC)sc(C)c1C,14,-1.8,-0.034,6,15,-1,22,1.2,0.0
CC1(C)CC(=O)C2=C(C1)OC1=C(C(=O)CC(C)(C)C1)C2c1ccc(O)cc1O,-0.6*,-1.9,158*,-43,-19,96*,-2,-0.025,2.3
CCOC(=O)N1CCN(C(=O)C2CCCN(S(C)(=O)=O)C2)CC1 (centres undefined),103,1.3,0.86,-13,4,-3,3,0.089,0.3
COc1ccc(NS(=O)(=O)Cc2ccccc2Cl)cn1,122,0.7,-0.62,-5,-2,-3,-15,-0.03,0.0
O=C(Cn1cccc1)N1CCN(C(c2ccccc2)c2ccccc2)CC1,85,-0.3,0.083,-1,11,5,19,-1.1,-1.0
COc1ccc(CC(NC(C)=O)C(=O)NC2CCN(c3nc(C)cc(C)c3C#N)CC2)c(OC)c1 (centres undefined),70,0.1,-2.1,0,-6,2,3,0.9,0.5
O=C1OCCC1Sc1nc(-c2ccccc2)cs1 (centres undefined),104,0.9,-0.068,.,-2,-2,-9,0.091,-0.3
COC(=O)c1ccc(C2CC(=O)Nc3cc(OC)c(OC)cc32)cc1 (centres undefined),99,-1.0,0.04,-15,-1,-4,13,1.2,-0.3
O=C(NC1CCCCCCC1)C1CCN(c2nc3ccccc3o2)CC1,106,0.7,0.076,17,-12,12,20,-2,0.0
Cc1nnc2n1N=CC=C(c1ccccc1)S2,94,-0.7,0.68,20,30*,7,2,0.62,-0.2
N#Cc1cc(Cl)c(N2CCOCC2)cc1C#N,114,.,-0.069,.,-6,.,24,-0.4,-1.4
Cc1ccc(CS(=O)(=O)CCC(=O)NCCN2CCCC2)cc1,84,-1.2,0.39,14,10,8,10,0.029,-1.2
CCOC(=O)c1sc(NC(=O)c2noc3c2CCCC3)c(C(=O)OCC)c1C,80,-1.6,-0.26,0,1,-6,12,0.15,-0.5
O=C1C(C=NCCCn2ccnc2)=C(O)c2ccccc21,102,0.7,-0.021,-19,6,-6,-2,-0.12,0.3
Cc1c(C(=O)NC2=NCCS2)oc2ccccc12,64,-0.1,-0.092,3,-3,2,-44,0.3,0.2
COC(=O)CSc1nc(N2CCCCC2)c2c(c1C#N)CCCC2,103,-1.1,0.16,.,8,7,25,-0.2,-0.3
O=C(NCCn1ccc2ccccc21)c1ccc(S(=O)(=O)N2CCOCC2)cc1,80,-0.8,-0.57,0,-7,5,7,0.48,0.0
CCC(=O)NC(Nc1cccc(C)n1)(C(F)(F)F)C(F)(F)F,101,-1.1,0.06,-2,-8,-5,14,1,-0.1
O=C(NCc1ccc2c(c1)OCO2)c1cccc(Cl)c1,99,-0.1,-0.76,11,-3,4,2,0.27,0.9
COc1ccc(C2(NC(C)=O)CCN(C(=O)CCC(=O)O)CC2)cc1,112,.,0.66,.,-4,.,10,0.36,2.1
CCCC(=O)Nc1cc(-c2nn(C)c(=O)c3ccccc23)ccc1N1CCCCC1,87,-1.3,1.2,10,-2,-4,24,-0.12,-1.0
CC(=O)c1cccc(NC(=O)c2nccnc2C(=O)O)c1,144,0.6,-0.077,11,5,-5,7,-0.15,-0.8
CCOC(=O)c1cc2occc2n1CC(=O)Nc1ccc(OC)cc1OC,135,-0.1,-0.65,15,9,4,8,-0.36,1.2
N=c1n(CCN2CCCCC2)c2ccccc2n1CC(O)COc1ccccc1 (centres undefined),145,-0.1,-0.028,-15,-9,9,24,-0.28,0.5
COCCCn1c(=O)c2ccccc2c2ccccc2c1=O,67,0.2,-0.06,-14,1,-2,8,0.2,0.0
COc1ccccc1C(=O)Nc1c(C)n(C)n(-c2ccccc2)c1=O,79,0.5,0.29,-1,-10,-4,10,-0.033,0.0
Cc1cc2n(n1)C(c1sccc1C)Nc1ccccc1-2 (centres undefined),79,0.4,-1.2,-9,3,6,2,-0.058,0.9
CS(=O)(=O)N(CC(=O)NCCSCc1cccc(Cl)c1)c1ccc2c(c1)OCO2,85,-0.7,1.2,0,1,0,-1,-0.3,0.6
CCN(CC)CCN1C(=O)C(=O)/C(=C(/O)c2ccncc2)C1c1ccccc1 (centres undefined),130,0.1,0.68,-6,-12,-5,-2,0.27,1.0
CCCCN1C2=NCCCN2c2cc(C)c(C)cc21,119,-0.1,-0.0058,11,9,7,-21,1.2,0.4
Cc1cc(=O)cc(C)n1-c1ccc2c(c1)nc(C)n2-c1ccccc1,67,.,0.49,.,19,.,-6,2.2*,-0.5

# Bioassay records from PubChem.
